# TROY NFkB inh: blocks TROY-dependent signaling in reporter cells; Q293 LMP1-TROYcd NF-kB luciferase reporter, 4 h; inhibition, % at 10 µM; actives 0.98% (n = 360,000); AID 1347056;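 active = compounds whose plate-normalised and pattern-corrected inhibition of the luciferase reporter signal at the single screening dose is 50% or more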
# TRAIL sens C8: sensitizes caspase-8 expressing cells to TRAIL. NB7+C8 cells + TRAIL, ATPlite viability luminescence. inhibition (viability loss, TRAIL sensitization), % at 10 µM. actives 1% (n = 360,000). AID 624354;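 active = compounds causing at least 50% loss of cell viability in the single-dose screen, relative to plate controls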
# TLR9-MyD88 block: blocks human TLR9 binding to MyD88. CHO BLA complementation TLR9-MyD88, CCF4 FRET ratio. inhibition, % at 4.98 µM. actives 0.21% (n = 340,000). AID 504734;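 active = inhibition above the mean over all tested compounds plus 3 SD, cut at about 21% in these data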;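 also: 0% = DMSO only wells and 100% = clavulanate BLA inhibitor control wells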
# LRH-1 inv ag: suppresses constitutive activity of human LRH-1; O00482; HEK293T StAR-luciferase reporter, LRH-1 transfected, 24 h; inhibition, % at 3.6 µM; actives 0.13% (n = 360,000);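 active = inhibition above the mean inhibition of all tested compounds plus 3 SD, cut at about 73% in these data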;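 also: 0% = DMSO wells and 100% = reporter-only cells lacking LRH-1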
# NCOA2 inhibitor: human SRC2 (NCOA2) inhibition. Q15596. HEK293 GAL4-SRC2 luciferase reporter, luminescence. inhibition, % at 9 µM. actives 0.17% (n = 370,000). AID 651957;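 active = inhibition above the mean inhibition of all tested compounds plus 3 SD, set per campaign, cut at about 52% in these data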;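 also: 0% = DMSO treated cells and 100% = cells given Gossypol at 36 µM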
# SRC3 inh: inhibits human SRC3 coactivator | Q9Y6Q9 | HEK293 GAL4-SRC3 luciferase reporter, luminescence | inhibition, % at 3.6 µM | actives 0.17% (n = 360,000) | AID 588352;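 active = inhibition above a per-campaign cutoff, the mean of all compounds plus 3 SD, cut at about 60% in these data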;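 also: 0% = DMSO-treated cells and 100% = gossypol-treated cells at 36 µM; higher means less SRC3-driven luciferase light from the GAL4 reporter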
# Target sequence (Q9Y6Q9 whole entry, looked up, the tested form may be a part): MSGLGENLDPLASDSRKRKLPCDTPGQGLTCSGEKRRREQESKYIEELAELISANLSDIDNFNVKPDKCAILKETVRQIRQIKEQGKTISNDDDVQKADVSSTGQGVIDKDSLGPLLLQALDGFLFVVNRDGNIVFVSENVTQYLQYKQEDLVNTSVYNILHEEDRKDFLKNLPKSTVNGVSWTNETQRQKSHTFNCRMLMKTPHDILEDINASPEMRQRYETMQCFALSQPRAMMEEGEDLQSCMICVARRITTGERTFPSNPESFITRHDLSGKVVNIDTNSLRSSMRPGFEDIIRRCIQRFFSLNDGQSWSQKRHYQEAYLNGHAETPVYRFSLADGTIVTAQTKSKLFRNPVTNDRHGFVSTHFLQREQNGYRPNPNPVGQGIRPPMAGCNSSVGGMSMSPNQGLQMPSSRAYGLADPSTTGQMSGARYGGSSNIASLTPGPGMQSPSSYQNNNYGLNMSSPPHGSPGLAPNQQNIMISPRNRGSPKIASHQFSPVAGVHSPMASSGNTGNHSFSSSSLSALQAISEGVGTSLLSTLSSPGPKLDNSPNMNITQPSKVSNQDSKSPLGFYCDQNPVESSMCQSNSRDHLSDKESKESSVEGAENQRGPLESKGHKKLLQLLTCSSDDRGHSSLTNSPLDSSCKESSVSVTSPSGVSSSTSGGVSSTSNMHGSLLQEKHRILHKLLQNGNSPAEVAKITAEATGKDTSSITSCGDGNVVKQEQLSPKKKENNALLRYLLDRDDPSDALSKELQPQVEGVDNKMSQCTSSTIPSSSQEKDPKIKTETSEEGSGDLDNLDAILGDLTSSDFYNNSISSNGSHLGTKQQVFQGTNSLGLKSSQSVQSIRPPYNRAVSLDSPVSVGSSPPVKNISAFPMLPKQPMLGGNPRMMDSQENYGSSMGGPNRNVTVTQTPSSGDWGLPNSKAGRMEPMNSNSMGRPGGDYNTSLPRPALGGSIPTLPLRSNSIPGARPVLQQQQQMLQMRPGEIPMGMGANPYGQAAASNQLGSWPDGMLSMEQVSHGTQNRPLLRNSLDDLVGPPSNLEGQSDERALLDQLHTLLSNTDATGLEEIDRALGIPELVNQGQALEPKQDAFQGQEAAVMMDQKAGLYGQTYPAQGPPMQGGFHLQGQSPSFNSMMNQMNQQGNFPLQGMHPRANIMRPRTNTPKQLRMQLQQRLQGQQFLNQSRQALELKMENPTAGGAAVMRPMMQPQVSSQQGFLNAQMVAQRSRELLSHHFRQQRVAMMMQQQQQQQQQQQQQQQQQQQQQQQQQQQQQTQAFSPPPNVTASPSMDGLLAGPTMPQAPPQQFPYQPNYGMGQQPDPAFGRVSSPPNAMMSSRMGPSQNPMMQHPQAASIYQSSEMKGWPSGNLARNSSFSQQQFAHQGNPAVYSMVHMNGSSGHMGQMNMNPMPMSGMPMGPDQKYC
# Vif imaging: blocks HIV Vif function; AID 602346; HEK293T cells, Vif self-association by quenched fluorescence, imaging, 24 h; inhibition, % at 7.49 µM; actives 0.35% (n = 340,000); in the data active = inhibition above about 50%, passing the limit was not always enough; also: some results filed as inactive read as strong as hits
# COUP-TFII inh: NR2F2 (human) inhibition, primary screen | inhibition, % at 8.6 µM | actives 0.7% (n = 370,000) | HEK293T NGFI-A luciferase reporter, luminescence;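 active = inhibition above a per-plate cutoff, mean inhibition of test wells between control levels plus 3 SD, cut at about 38% in these data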;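 also: cells cotransfected with COUP-TFII expression vector driving the NGFI-A reporter; 0% = median of COUP-TF2 test wells and 100% = reporter-only cells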
# SRC1 inh: inhibits human SRC1 coactivator; HEK293 GAL4-SRC1 luciferase reporter, luminescence; AID 588354; inhibition, % at 3.6 µM; actives 0.12% (n = 360,000); Q15788;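 active = inhibition above the campaign mean plus 3 SD, with each screening campaign given its own cutoff, cut at about 60% in these data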;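 also: 0% = DMSO treated cells and 100% = gossypol at 36 µM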
# LMP1 NFkB inh: reduces LMP1-driven NF-kappaB luciferase signal. actives 0.69% (n = 350,000). inhibition, % at 12.5 µM. AID 504558. LMP1-induced NF-kappaB luciferase reporter cells, luminescence; in the data active = inhibition above about 41%;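 also: 0% = neutral control wells and 100% = reference inhibitor control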
# NOD2 RIPK2 PPI: inhibitors of human NOD2-RIPK2 interaction | O43353 | CHO BLA complementation NOD2-RIPK2, CCF4 ratio | inhibition, % at 4.98 µM | actives 0.38% (n = 360,000) | AID 624267; in the data active = inhibition above about 21%;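 also: 0% = vehicle only and 100% = reference blocker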
# Numbers without * were called inactive; . = not tested or not shown. Some of the compounds tested; the hit share may differ from the screen's.
# Start of the listing, in advance (twelve entries):
# Below each compound: SRC3 inh, LMP1 NFkB inh, TLR9-MyD88 block, SRC1 inh, TRAIL sens C8, LRH-1 inv ag, COUP-TFII inh, TROY NFkB inh, NCOA2 inhibitor, Vif imaging, NOD2 RIPK2 PPI
1) CC(C)NC(=O)C1CCN(Cc2cccc(Oc3ccccc3)c2)CC1
 : 0, 10, -4, 17, -3, -7, 12, 9, 10, -1, -9
2) CCn1c(SCC(=O)NCc2ccccc2)nnc1-c1c[nH]c2ccccc12
 : 9, 4, -2, 7, 2, 11, 16, 23, -15, -1, 1
3) O=c1[nH]c(COc2ccc(Br)cc2Cl)nc2ccccc12
 : -72, -16, 1, -69, 15, -124, -44, -38, -58, -5, 6
4) CC(=O)c1cnc(Nc2cccc(Cl)c2Cl)s1
 : -37, -21, -4, -43, -3, -70, -62, -24, -97, 12, 1
5) Cc1ccc(S(=O)(=O)N(CC(=O)NCc2ccco2)c2ccccc2C)cc1
 : 11, -1, -2, -21, 2, -3, 20, -8, 0, -4, -9
6) Cc1cc(NC(=O)C2CC(=O)N(c3ccccc3)C2)no1 (stereo unspecified)
 : 20, -13, 3, -31, -4, -1, -27, -8, -4, 5, -11
7) CCCCCSc1nnc2c(n1)OC(C)N(C(C)=O)c1ccccc1-2 (stereo unspecified)
 : 14, 0, 2, -3, -7, -11, 18, 0, -22, -7, -3
8) COc1ccc(NC(=S)Nc2ccc(OC)cc2OC)c(OC)c1
 : 21, 2, 0, -3, 7, 7, -16, -16, -80, 14, 5
9) COc1ccccc1C=C1CCc2ccccc2C1=O
 : -122, ., ., -84, 77*, -79, -48, 27, -134, 14, -10
10) COC(=O)C1=C(C)NC(=S)NC1c1ccc(OC(=O)c2ccco2)cc1 (stereo unspecified)
 : 12, -11, 8, 24, -4, 10, 0, 3, -3, -1, -4
11) Cc1ccc(/C=C/c2nnc(-c3ccc(C)cc3)o2)cc1
 : -6, -3, -5, -14, -16, -48, -3, -34, -1, 0, 4
12) COc1ccccc1CN1C(=O)c2ccncc2C1=O
 : 21, -9, -4, 1, -7, -14, ., -14, ., -7, -16

# The list itself, from the first entry:
# Below each compound: SRC3 inh, LMP1 NFkB inh, TLR9-MyD88 block, SRC1 inh, TRAIL sens C8, LRH-1 inv ag, COUP-TFII inh, TROY NFkB inh, NCOA2 inhibitor, Vif imaging, NOD2 RIPK2 PPI
1) CC(C)NC(=O)C1CCN(Cc2cccc(Oc3ccccc3)c2)CC1
 : 0, 10, -4, 17, -3, -7, 12, 9, 10, -1, -9
2) CCn1c(SCC(=O)NCc2ccccc2)nnc1-c1c[nH]c2ccccc12
 : 9, 4, -2, 7, 2, 11, 16, 23, -15, -1, 1
3) O=c1[nH]c(COc2ccc(Br)cc2Cl)nc2ccccc12
 : -72, -16, 1, -69, 15, -124, -44, -38, -58, -5, 6
4) CC(=O)c1cnc(Nc2cccc(Cl)c2Cl)s1
 : -37, -21, -4, -43, -3, -70, -62, -24, -97, 12, 1
5) Cc1ccc(S(=O)(=O)N(CC(=O)NCc2ccco2)c2ccccc2C)cc1
 : 11, -1, -2, -21, 2, -3, 20, -8, 0, -4, -9
6) Cc1cc(NC(=O)C2CC(=O)N(c3ccccc3)C2)no1 (stereo unspecified)
 : 20, -13, 3, -31, -4, -1, -27, -8, -4, 5, -11
7) CCCCCSc1nnc2c(n1)OC(C)N(C(C)=O)c1ccccc1-2 (stereo unspecified)
 : 14, 0, 2, -3, -7, -11, 18, 0, -22, -7, -3
8) COc1ccc(NC(=S)Nc2ccc(OC)cc2OC)c(OC)c1
 : 21, 2, 0, -3, 7, 7, -16, -16, -80, 14, 5
9) COc1ccccc1C=C1CCc2ccccc2C1=O
 : -122, ., ., -84, 77*, -79, -48, 27, -134, 14, -10
10) COC(=O)C1=C(C)NC(=S)NC1c1ccc(OC(=O)c2ccco2)cc1 (stereo unspecified)
 : 12, -11, 8, 24, -4, 10, 0, 3, -3, -1, -4
11) Cc1ccc(/C=C/c2nnc(-c3ccc(C)cc3)o2)cc1
 : -6, -3, -5, -14, -16, -48, -3, -34, -1, 0, 4
12) COc1ccccc1CN1C(=O)c2ccncc2C1=O
 : 21, -9, -4, 1, -7, -14, ., -14, ., -7, -16
13) CCCCC1Cc2[nH]c(=S)[nH]c(=O)c2C(c2ccc(Cl)cc2)O1 (stereo unspecified)
 : 8, ., ., -6, -6, 1, -4, 11, -26, ., 1
14) O=C(CCN1C(=O)C2C3C=CC(C3)C2C1=O)Nc1ccccc1 (stereo unspecified)
 : 12, 3, 1, 3, -12, 24, -4, 13, 6, -9, -14
15) Cc1nn(Cc2c(F)c(F)c(F)c(F)c2F)c(C)c1NC(=O)c1nn(C)cc1[N+](=O)[O-]
 : 7, 2, 1, 5, -6, -23, 5, 12, -11, -1, -9
16) COc1ccc(/C=N/Nc2nnc(Cc3ccc(OC)c(OC)c3)c(=O)[nH]2)cc1
 : 17, 20, 11, -29, 10, 0, 14, 9, -14, 8, 4
17) COC(=O)[C@H](Cc1ccccc1)NC(=O)NCCc1ccc(F)cc1
 : 11, ., ., -6, 10, -1, -6, -16, -12, 28, -4
18) Cc1c(C(=O)NCCC2=CCCCC2)oc2ccc(S(=O)(=O)N3CCC4(CC3)OCCO4)cc12
 : 0, -1, -9, 4, 18, 19, 28, 31, -1, 1, -4
19) O=C(O)c1cc(-c2ccccc2)n(-c2ccccc2C(=O)O)n1
 : -9, -3, -5, -19, -2, -2, 4, -1, -15, -10, -2
20) CCC(C)c1ccc(O)c(NC(=O)c2cncc(Br)c2)c1 (stereo unspecified)
 : -5, -6, -7, 1, 11, -6, -10, 3, 13, -2, 7
21) Cc1cccc(NC(=O)COc2ccc(Br)cc2/C=N/O)c1
 : -61, -3, 3, -84, 19, -149, -23, -7, -69, -2, 8
22) Cn1ncc2c(N3CCN(c4ccc(Cl)c(Cl)c4)CC3)ncnc21
 : 14, -407, 2, 8, 19, 1, -9, 24, 9, 4, 1
23) CCOCCCn1cnc2c(c1=O)c1nc3ccccc3nc1n2-c1ccccc1
 : -1, -8, -3, -38, -1, 0, 11, -3, -6, ., 2
24) O=C(Nc1ccc(CN2CCOCC2)cc1)c1cc(Cl)ccc1Cl
 : -1, -2, 5, -32, 2, 8, 6, 1, 9, 2, 18
25) O=C(/C=C/c1ccco1)OCc1nnc(-c2ccc(Cl)cc2)o1
 : -17, -4, -2, 7, 0, -1, -20, 0, 23, 7, -4
26) Cc1ccc(C2=NN(C(=S)Nc3ccccc3)C(c3ccco3)C2)cc1 (stereo unspecified)
 : -66, -70, 5, -112, -11, -60, -15, 57*, -18, 21, -8
27) CCn1c(N)c(C(=O)NC2CCCCC2)sc1=S
 : 5, 11, -3, 0, -6, -10, -10, -9, -29, 4, -3
28) CCOc1ccc(C(C)NC(=S)NCc2ccc(F)cc2)cc1 (stereo unspecified)
 : -2, 2, -6, 20, 7, -9, 3, 8, 12, 8, -4
29) CCOC(=O)c1nn(-c2ccc(F)cc2)c(=O)cc1OCC(=O)Nc1cccc(C)c1
 : -10, 0, -8, 3, 5, 13, -21, -8, -18, -9, 0
30) CC1CCc2c(sc(NC(=O)CN3CCN(C(=O)c4ccco4)CC3)c2C#N)C1 (stereo unspecified)
 : -2, 2, 0, -14, 3, -10, -8, -3, -33, 20, 4
31) CCOC(=O)[C@]12CCCC=C1N(Cc1ccc(Cl)cc1Cl)C(=O)[C@H](CC(=O)NCC1CCCCC1)C2
 : ., ., ., ., 5, 23, 6, -19, 4, ., -8
32) COc1ccccc1NC(=O)c1ccccc1S(=O)(=O)c1ccccc1[N+](=O)[O-]
 : 9, -18, 1, -27, -5, -9, 14, -1, -31, -3, -2
33) Cc1cc(C)c(NC(=O)c2ccc(S(=O)(=O)N(C)C)cc2)c(C)n1
 : 11, -1, 0, 2, -5, -18, 4, -3, -28, 2, -5
34) CCC(C)NC(=O)COc1ccc(Br)c(C)c1 (stereo unspecified)
 : 3, -6, 0, -64, 2, -15, -10, -15, -22, -2, -3
35) COc1cccc(Oc2coc3cc(OC(=O)N4CCOCC4)ccc3c2=O)c1
 : 2, -6, 8, 7, -5, 3, 1, -15, 13, 5, -1
36) Cc1ccc(C(=O)CN2C(=O)NC3(CCCCCC3)C2=O)c(C)c1
 : -107, -26, -12, -77, 16, -113, -57, -52, -35, 9, -6
37) CCn1c(-c2cccnc2Cl)nc2cc(Cl)c(Cl)cc21
 : -15, -4, -4, -18, -7, -38, 7, -12, -28, -4, 5
38) O=C(Nc1cccc2ccccc12)OCc1cncs1
 : -18, -23, -5, -24, -9, -37, -23, -21, -14, -9, 10
39) NC(CO)C(O)c1ccc([N+](=O)[O-])cc1 (stereo unspecified)
 : 11, 7, 1, -3, -3, 23, -4, -12, -4, 0, -4
40) Cc1onc(-c2ccccc2)c1CNS(=O)(=O)c1ccccc1
 : -3, -6, -4, 12, -2, -9, 10, 16, 11, -5, -11
41) CCN1C(=O)/C(=C\c2ccco2)C(C(=O)OC)=C1C
 : 0, 14, 5, -8, -15, -35, 9, -2, 0, -6, 0
42) CC1=NN(c2ccc(C)c(C)c2)C(=O)/C1=C\C=C\c1ccc([N+](=O)[O-])o1
 : 6, 23, 5, -14, 79*, 2, -22, 33, -10, 28, -5
43) O=C1CCCCN1CCC(=O)N1CCCC(Nc2ccc(F)c(F)c2)C1 (stereo unspecified)
 : -4, 0, -13, 7, -4, -16, 14, 4, -10, -5, -1
44) COc1ccccc1CC(O)CC1c2c(cc3c(c2OC)OCO3)CCN1C (stereo unspecified)
 : 9, 12, 8, 8, 12, 0, 13, -25, 23, -16, 4
45) Cc1cc(NC(=O)c2cccs2)ncc1NC(=O)c1cccc(F)c1
 : -61, -2, -19, -53, -2, -85, -27, -58, -59, -2, -13
46) CS(=O)(=O)Nc1cccc(C2=NN(S(=O)(=O)c3ccccc3)C(c3cccs3)C2)c1 (stereo unspecified)
 : 0, 0, 7, -7, -10, 14, 0, -4, 23, -7, -3
47) O=C(CNC(=O)N1CC(=O)Nc2ccccc21)Nc1cc(Cl)ccc1Cl
 : 7, 1, -6, -6, 0, 2, 14, 8, 15, -9, -2
48) CC1CCCC(NC(=O)COC(=O)CCc2ccccc2)C1C (stereo unspecified)
 : 11, 7, 3, 3, -6, -12, 10, 15, -30, 7, -1
49) CC(=O)c1ccc(NC(=O)C2=CC(c3cccs3)=NS(=O)(=O)N2C)cc1
 : -8, -4, 7, -23, 6, -10, 12, 6, -43, -7, -13
50) Nc1cccc(-c2cn3cc(C(F)(F)F)cc(Cl)c3n2)c1
 : -82, -20, -1, -125, 34, -122, -50, -51, -68, 4, -9
51) Cc1ccc(C)c(NC(=O)CSc2nnc(CNC(=O)c3cccs3)o2)c1
 : 2, 6, 7, 4, 1, -18, 0, 11, 5, -2, -5
52) CC(=O)NS(=O)(=O)c1ccc(NC(=S)NC(=O)c2ccco2)cc1
 : -8, 3, -5, -4, 3, -6, -28, 10, -11, ., -1
53) Cc1cc(C(=O)Nc2sc3c(c2C#N)CCCC3)no1
 : -64, -30, -2, -62, 52*, -115, -62, 24, -52, ., -5
